MEP2-GFP yeast: yeast TOR pathway MEP2-GFP modulation. S. cerevisiae MEP2-GFP strain, flow cytometry GFP, 3 h; 100% = DMSO control level. GFP response vs DMSO, % at 10 µM. 0.51% of 330,000 active. AID 2016;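 active means GFP response versus DMSO above a set limit, roughly screen mean plus 3 SD, cut at about 180% in these data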;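 further: median GFP fluorescence of the barcode-gated MEP2-GFP cells per well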
CIT2 TOR yeast: yeast TOR pathway CIT2-GFP modulation | S. cerevisiae CIT2-GFP strain, flow cytometry, 3 h; 100 means same as DMSO wells | GFP response vs DMSO, % at 10 µM | 0.065% of 320,000 active;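 active means GFP response relative to DMSO above a set limit, near the screen mean plus 3 SD, cut at about 150% in these data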;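 further: ratio of well median GFP fluorescence to mean of DMSO wells on the plate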
VLA-4 inh: inhibition in a human VLA-4 binding assay; inhibition, % (about 7 µM as worked out from the volumes in the protocol); VLA-4 expressing cells, ligand binding flow cytometry; AID 2557; 0.2% of 330,000 active; P13612; in the data active means inhibition above about 50%
GRK2 aptamer HTS: inhibitors of human GRK2 displacing RNA aptamer; P25098; inhibition of aptamer binding, % at 10 µM; bead flow cytometry, FAM-aptamer displacement from GRK2; 0.59% of 330,000 active;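 active means inhibition of aptamer binding above 40%, roughly 3 SD of noise, on plates passing a quality check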;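 further: median bead fluorescence of bound FAM aptamer so fluorescent compounds give negative values; no value below 0 was filed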
Target sequence (P25098 whole entry, looked up): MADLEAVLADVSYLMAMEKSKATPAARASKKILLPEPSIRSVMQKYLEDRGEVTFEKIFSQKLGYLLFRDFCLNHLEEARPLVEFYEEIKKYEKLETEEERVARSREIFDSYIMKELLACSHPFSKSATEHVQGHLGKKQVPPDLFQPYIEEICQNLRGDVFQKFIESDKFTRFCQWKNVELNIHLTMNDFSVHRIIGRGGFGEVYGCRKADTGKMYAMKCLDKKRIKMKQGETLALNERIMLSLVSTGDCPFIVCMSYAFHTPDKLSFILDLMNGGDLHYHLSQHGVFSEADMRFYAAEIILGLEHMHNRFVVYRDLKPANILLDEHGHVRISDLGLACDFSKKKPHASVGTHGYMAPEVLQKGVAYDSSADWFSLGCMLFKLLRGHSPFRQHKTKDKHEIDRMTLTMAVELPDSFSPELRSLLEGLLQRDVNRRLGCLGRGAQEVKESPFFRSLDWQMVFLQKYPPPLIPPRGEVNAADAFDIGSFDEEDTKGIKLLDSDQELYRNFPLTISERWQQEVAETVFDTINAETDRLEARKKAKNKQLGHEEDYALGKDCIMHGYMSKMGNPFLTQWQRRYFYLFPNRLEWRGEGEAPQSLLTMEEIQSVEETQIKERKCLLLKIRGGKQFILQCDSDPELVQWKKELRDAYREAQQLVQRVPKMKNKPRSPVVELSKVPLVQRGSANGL
LAP4-GFP MLPCN: alters LAP4-GFP fluorescence in TOR pathway yeast screen; S. cerevisiae LAP4-GFP multiplex, flow cytometry GFP, 3 h; median GFP as percent of DMSO wells; GFP response vs DMSO, % at 10 µM; 0.34% of 320,000 active; AID 2023;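 active means GFP response vs DMSO above a set limit, about the screen mean plus 3 SD, cut at about 150% in these data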
RPL19A-GFP yeast: modulators of TOR pathway RPL19A-GFP in S. cerevisiae | percent response vs DMSO, % at 10 µM | 0.3% of 330,000 active | S. cerevisiae RPL19A-GFP strain, flow cytometry, 3 h; hits give low values | AID 2025;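 active means percent response vs DMSO below 50%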;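 further: median channel GFP fluorescence of the barcoded RPL19A-GFP strain; ratio of sample median GFP to plate DMSO average so 100% = DMSO; lower means less RPL19A-GFP as with rapamycin TOR inhibition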
GASC-1 inh: inhibitors of human GASC-1 (JMJD2C) demethylase | Q9H3R0 | GST-JMJD2C(1-420) H3K9me3 demethylation, DELFIA europium | inhibition, % at 2.35 µM | 0.069% of 330,000 active | AID 2099;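 active means more than half of a compound's replicate wells show inhibition beyond 50%, single wells judged on their own value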;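 further: signal counts dimethyl H3K9 product captured on neutravidin plate; 0% = median of DMSO wells and 100% = 0.3 times that DMSO median; strong numbers were not always called active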
Target sequence (Q9H3R0 1-420 limits assumed): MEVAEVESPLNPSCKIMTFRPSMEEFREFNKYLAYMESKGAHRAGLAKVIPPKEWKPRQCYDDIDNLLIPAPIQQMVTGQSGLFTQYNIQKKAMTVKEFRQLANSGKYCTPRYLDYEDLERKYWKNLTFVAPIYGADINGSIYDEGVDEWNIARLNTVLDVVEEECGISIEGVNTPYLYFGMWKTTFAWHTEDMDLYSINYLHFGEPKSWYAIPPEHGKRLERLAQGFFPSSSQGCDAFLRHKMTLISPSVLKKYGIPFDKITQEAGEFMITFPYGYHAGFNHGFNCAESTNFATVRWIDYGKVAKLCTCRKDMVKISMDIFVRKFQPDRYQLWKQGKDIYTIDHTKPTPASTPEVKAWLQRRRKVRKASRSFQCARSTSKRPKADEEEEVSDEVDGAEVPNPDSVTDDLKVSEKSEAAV
AGP1-GFP MLPCN: modulators of TOR pathway AGP1-GFP in S. cerevisiae | AID 2066 | GFP response vs DMSO, % at 10 µM | S. cerevisiae AGP1-GFP multiplex flow cytometry, 3 h; GFP as percent of DMSO wells | 0.02% of 320,000 active;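 active means GFP response relative to DMSO above a set limit, near screen average plus 3 SD, cut at about 150% in these data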;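 further: median GFP channel fluorescence of the gated AGP1 strain per well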
* marks the source's active call; other numbers are inactive results; . = no result given; & = joins results of further samples.

cpd	smiles	MEP2-GFP yeast	CIT2 TOR yeast	VLA-4 inh	GRK2 aptamer HTS	LAP4-GFP MLPCN	RPL19A-GFP yeast	GASC-1 inh	AGP1-GFP MLPCN
1	COc1ccc(NC(=O)/C(C#N)=C/c2c(C)nn(-c3ccc(F)cc3)c2Cl)cc1OC	102	95	14	2	93	101	3	98
2	CC1CCc2c(sc(NC(=O)C3c4ccccc4Oc4ccccc43)c2C(N)=O)C1 (stereo unspecified)	97	99	5	7	90	101	1	96
3	CCn1c(SCC(=O)Nc2nc3ccccc3s2)nnc1-c1ccc(Br)cc1	106	109	-9	3	103	106	13	107
4	COc1ccc(C(C(=O)NC2CCCCC2)N(C(=O)c2sc(C)nc2C)c2ccc(OC)cc2)cc1 (stereo unspecified)	103	104	1	2	100	100	-4	103
5	S=C(Nc1ccc(Cl)c(Cl)c1)N1CCN(c2ccccn2)CC1	115	116	-2	2	91	111	7	117
6	O=c1[nH]c2cccc(Cl)c2n(CCNc2ncc(C(F)(F)F)cc2Cl)c1=O	109	118	21	0	103	105	5	98
7	COc1cc(C#Cc2c(-c3ccccc3OC)oc3ccccc23)cc(OC)c1	98	97	0	0	97	99	2	87
8	O=C(CNC(=O)c1ccc(OC(F)F)cc1)NCc1ccccn1	103	103	-7	0	112	105	41	113
9	Cc1ccc2c(c1)c(=O)c1c3n2CCN(C(=O)CCl)C3CC1 (stereo unspecified)	120	95	13	10	101	100	2	101
10	Cc1cc(OCCN2CCOCC2)ccc1[N+](=O)[O-]	112	112	-8	0	105	108	-3	113
11	COc1ccc(NS(=O)(=O)c2ccc(C)c(C(=O)N(C)CC(=O)Nc3cccc(OC)c3)c2)cc1	92	101	20	2	110	96	6	103
12	CC(=O)c1ccc(S(=O)(=O)N2CCN(CCOc3ccccc3)CC2)cc1	116	103	-2	2	111	104	24	110
13	C=CCOc1ccccc1CNn1nnnc1N	105	101	0	0	97	105	-4	112
14	O=C(c1ccccc1N(Cc1ccccc1)S(=O)(=O)c1ccccc1)N1CCOCC1	104	96	9	0	88	99	7	98
15	CCn1cc(CN2CCCC(C(=O)Nc3cccc(-n4cccn4)c3)C2)c(C)n1 (stereo unspecified)	102	103	-4	0	83	113	-18	99
16	Cc1ccc(NC2Sc3ccccc3NC2=O)cc1Cl (stereo unspecified)	101	98	2	2	110	102	0	106
17	CCOc1cc(/C=C2\C(=O)N(CCc3ccc(OC)c(OC)c3)C(C)=C2C(=O)OC)ccc1O	98	90	8	2	93	103	8	109
18	COc1ccc(N2CCN(c3cc(C)c4ccc(C)cc4n3)CC2)cc1	98	95	12	0	97	103	-13	93
19	O=C1NC(=S)N/C1=C\c1cccc([N+](=O)[O-])c1	107	100	-2	1	102	99	-3	106
20	CCc1ccc(NC(=O)C(CC)Sc2nc3cc4c(cc3c(=O)n2Cc2ccco2)OCO4)cc1 (stereo unspecified)	96	90	18	2	97	97	6	98
21	Cc1nc(C)n(C(=O)N(c2ccccc2)c2ccccc2)n1	113	103	1	0	84	89	-4	110
22	O=C(CC1C(=O)NCCN1Cc1ccoc1)NCCCn1ncc2ccccc21 (stereo unspecified)	105	104	7	0	100	97	-6	106
23	CC(=O)c1cc2c(cc1NC(=O)C1CCC1)OCO2	105	93	3	4	112	99	5	92
24	Cc1ccc(C(=O)Nc2nc(=O)[nH]s2)cc1	96&95	103	-6&9	4&0	98&96	97&101	4&-9	97&100
25	S=C1NNC2(CC3CC2C2CCCC32)NN1 (stereo unspecified)	88	87	0	0	105	89	27	96
26	COc1ccc(OC)c2sc(N(CCN(C)C)C(=O)c3cc(Cl)sc3Cl)nc12	95	88	15	0	100	98	7	99
27	Cc1ccc(CNc2ccc(N3CCOCC3)c(C(=O)O)c2)s1	113	106	5	3	117	100	-2	111
28	Cc1ccc(S(=O)(=O)N2CCN(C(=O)CC(C)n3cncn3)CC2)cc1 (stereo unspecified)	102	97	-10	1	95	105	0	97
29	CN(C(=O)COC(=O)c1ccc2ccccc2n1)C1CCS(=O)(=O)C1 (stereo unspecified)	107	102	6	1	103	103	8	100
30	O=C(CSc1nc2ncc(Cl)cc2[nH]1)N1CCOCC1	94	95	-1	1	99	96	-6	94
31	NC(=O)CC(NC(=O)Cc1ccc(Cl)cc1)c1ccc(NCCCN2CCCC2=O)c([N+](=O)[O-])c1 (stereo unspecified)	98	94	-2	1	101	99	-2	104
32	Cc1cc(S(=O)(=O)NCC(C)C)ccc1OCC(=O)NCc1ccccn1	85	.	22	3	85	99	-8	89
33	CCOc1cccc(N2C(=O)CC(N3CCC(C(N)=O)(N4CCCCC4)CC3)C2=O)c1 (stereo unspecified)	99	95	2	0	98	98	-2	97
34	COC(=O)c1ccccc1NC(=O)CSc1nc(N)cc(N)n1	106	99	4	0	98	97	-1	101
35	Cc1cccnc1CN1CCN(Cc2nc(C(c3ccccc3)c3ccccc3)no2)CC1	107	99	1	7	105	101	-1	113
36	O=C(NCc1ccccc1Cl)c1ccc2nc[nH]c2c1	101	115	-14	6	90	111	-13	104
37	COc1ccc(Oc2ccc(N/C=C/C(=O)C(C)(C)C)cc2)cc1	99	101	15	0	97	103	-4	101
38	N#CCCN(C(=O)COC(=O)C1CCN(c2ccc(C(F)(F)F)cn2)CC1)c1ccc(F)cc1	90	86	18	1	99	94	-2	96
39	CNC(=O)CN(C1CCCCC1)S(=O)(=O)c1ccc(F)cc1	100	98	28	0	92	103	-10	99
40	Nc1ccc(C2(c3ccc(N)cc3)c3ccccc3C(=O)c3ccccc32)cc1	104	100	-33	1	98	98	5	95
41	C=CCC[C@@H](Cc1ccc(F)cc1)C(=O)OC[C@@H]1CCCN1C(=O)[C@@H](CC=C)CC(=O)N[C@@H](CO)Cc1ccccc1	89	93	13	0	88	93	-10	95
42	COc1ccc(N2CCN(C(=O)CCc3ccc(S(=O)(=O)NCC(C)C)cc3)CC2)cc1	91	95	7	0	95	90	90	94
43	CNC(=O)COC(=O)c1ccc(NS(=O)(=O)c2ccc3c(c2)OCCO3)cc1	99	95	6	0	99	96	1	99
44	CN(CC(=O)Nc1cccc(F)c1)C(=O)c1cn(-c2ccccc2)nc1-c1cccs1	105	101	-9	0	94	104	8	95
45	COc1ccc(-n2ccnc2SCC(=O)Nc2ccc(OC)cc2OC)cc1	101	108	-6	2	105	96	0	100
46	Cc1cccc(N(CC(=O)NC2CCCC2)C(=O)c2csnn2)c1C	112	105	19	2	103	99	0	102
47	CC(=O)Nc1nc(SCc2cccc3ccccc23)n[nH]1	109	111	13	3	96	102	-386	111
48	CC(C)(C)C(=O)N1CCc2cc(-c3csc(N)n3)ccc21	110	113	0	0	114	102	-4	.
49	Cc1c(CCC(=O)N[C@@H](CC(C)C)C(=O)O)c(=O)oc2c(C)c3oc4c(c3cc12)CCCC4	102	95	1	0	93	100	-2	95
50	O=C(NCCc1ccc(Cl)cc1Cl)c1cccnc1	96	93	-18	0	90	98	-1	89

Continued.
cpd	smiles	MEP2-GFP yeast	CIT2 TOR yeast	VLA-4 inh	GRK2 aptamer HTS	LAP4-GFP MLPCN	RPL19A-GFP yeast	GASC-1 inh	AGP1-GFP MLPCN
51	CCCCn1c(=O)nc2n(-c3ccc(C)cc3)c3ccccc3cc-2c1=O	100	97	9	2	96	100	-4	98
52	COc1ccc(CCN2C(=O)C3C4C=CC(C4)C3C2=O)cc1OC (stereo unspecified)	99	105	6	3	104	106	-14	99
53	COCCCNCCCCOc1ccc(OCc2ccccc2)cc1	108	104	13	0	92	103	2	101
54	CC1CCN(S(=O)(=O)c2ccc(NC(=O)N3c4ccccc4Sc4ccccc43)cc2)CC1	100	99	-13	3	96	99	30	99
55	Cc1ccccc1OCCNC(=O)c1ccccc1Sc1ccccc1C#N	92	89	0	0	80	88	-6	86
56	Cc1ccc2oc(C(=O)NCc3ccc(S(N)(=O)=O)cc3)cc(=O)c2c1	110	98	-16	0	85	106	-2	95
57	CCC(C)[C@H](NC(=O)NCc1ccco1)C(=O)OC (stereo partly specified)	96	101	-3	0	104	96	.	102
58	COc1ccc(OC)c(NC(=O)Cc2nn(C)c(=O)c3ccccc23)c1	101	81	9	4	95	100	-3	97
59	O=[N+]([O-])C1C(c2ccccc2)=NOC1c1ccccc1O (stereo unspecified)	107	96	9	0	106	100	2	98
60	COc1ccccc1/C=C1/C(=O)N(c2cc(C)cc(C)c2)C(c2cccc([N+](=O)[O-])c2)S1(=O)=O (stereo unspecified)	100	102	-1	0	101	100	0	100
61	CCc1cccc(CC)c1NC(=O)COC(=O)CC1c2ccccc2CCN1S(=O)(=O)c1ccccc1 (stereo unspecified)	110	96	14	1	99	100	-11	90
62	Oc1ccc(/C=N/NC(=S)Nc2cccnc2)cc1O	100	95	4	2	88	98	1	98
63	CC(C)CCN1C(=O)c2ccc(C(=O)Nc3cccc(S(N)(=O)=O)c3)cc2C1=O	102	94	-16	1	92	104	-4	94
64	CC(=O)c1cccc(S(=O)(=O)Nc2cccnc2)c1	101	103	0	2	112	101	-1	101
65	N#Cc1ccc(NC(=O)COC(=O)CCc2ccc(S(=O)(=O)N3CCCCC3)cc2)cc1	101	96	22	0	96	98	5	98
66	N#Cc1c(N)c(C(=O)c2ccc(Br)cc2)n2c1CCC2	89	83	15	2	87	98	4	83
67	CCOC(=O)Cn1c(=O)c2c(nc(N3CCCCC3)n2Cc2ccccc2)n(C)c1=O	106	104	7	2	116	103	-3	107
68	COc1ccc(-n2c(SCC(N)=O)nnc2-c2cccnc2)cc1	102	96	3	0	96	94	9	107
69	OCC[C@H]1C[C@@H](O)[C@H](O)[C@]2(OCCCc3ccccc32)O1	97	73	6	4	146	92	1	82
70	N/C(=N\OC(=O)C12CC3CC(CC(C3)C1)C2)c1ccccn1	98	104	-2	0	94	100	1	92
71	CC1CCC/C(=C\Nc2ccccc2C(=O)O)C1=O (stereo unspecified)	103	107	-2	1	106	101	-5	106
72	NS(=O)(=O)c1ccc(CNC(=O)/C=C/c2ccccc2)cc1	96	94	14	2	96	96	2	101
73	CCC1(C)Cc2ccccc2-c2[nH][nH]c(=O)c21 (stereo unspecified)	98	99	8	0	101	95	-15	102
74	COc1cc(NC(=O)c2ccccc2)ccc1NC(=O)c1cc2ccccc2o1	207*	145	4	2	133	107	-4	95
75	Cc1ccc(C)n1-c1ncc(Br)cn1	101	104	23	2	92	101	21	100

Single values from the entries so far:
CCC(C)[C@H](NC(=O)NCc1ccco1)C(=O)OC (stereo partly specified) – RPL19A-GFP yeast: 96
Cc1ccccc1OCCNC(=O)c1ccccc1Sc1ccccc1C#N – GASC-1 inh: -6
CCOC(=O)Cn1c(=O)c2c(nc(N3CCCCC3)n2Cc2ccccc2)n(C)c1=O – LAP4-GFP MLPCN: 116

Continuation.
cpd	smiles	MEP2-GFP yeast	CIT2 TOR yeast	VLA-4 inh	GRK2 aptamer HTS	LAP4-GFP MLPCN	RPL19A-GFP yeast	GASC-1 inh	AGP1-GFP MLPCN
76	COC(=O)c1ccc(Sc2ccccc2NS(=O)(=O)c2ccc(OC)cc2)nc1	105	104	1	0	102	101	-2	103
77	CCN(CC)S(=O)(=O)c1ccc(Cl)c(NC(C)=O)c1	93	107	2	0	95	100	4	104
78	Cc1ccc(S(=O)(=O)NCC(=O)NCC(=O)NC(C)c2ccccc2Br)cc1C (stereo unspecified)	105	99	10	1	94	100	-19	101
79	O=C(/C=C/c1ccccc1)N1CCCN(C(=O)/C=C/c2ccccc2)CC1	98	95	7	4	100	97	-3	96
80	COc1ccccc1NC(=O)Nc1ccc2c(c1)CCC2	97	93	-5	0	106	103	1	99
81	Cc1ccccc1NC(=O)Cc1nnc(N)s1	102	109	0	2	103	99	5	101

Random excerpt: 2 compounds from above
cpd	smiles	MEP2-GFP yeast	CIT2 TOR yeast	VLA-4 inh	GRK2 aptamer HTS	LAP4-GFP MLPCN	RPL19A-GFP yeast	GASC-1 inh	AGP1-GFP MLPCN
77	CCN(CC)S(=O)(=O)c1ccc(Cl)c(NC(C)=O)c1	93	107	2	0	95	100	4	104
76	COC(=O)c1ccc(Sc2ccccc2NS(=O)(=O)c2ccc(OC)cc2)nc1	105	104	1	0	102	101	-2	103
